SIAH1 antagonists = Siah-1 peptide-binding antagonists, primary screen, biochemical, fluorescence polarization, rhodamine-plectin, uHTS (AID 1817). 290,000 compounds, 0.02% hits. Siah-1 / rhodamine-plectin peptide fluorescence polarization; higher % means a stronger effect. E3 ubiquitin-protein ligase SIAH1 (Homo sapiens). displacement, % at 20 µM, or IC50 in µM where a hit was titrated;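 active means displacement of at least 50% at 20 µM, with a fluorescence ratio check between 0.3 and a set limit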;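 further: plate controls were Siah plus tracer with DMSO for no effect and tracer alone without Siah for full effect; strong numbers were not always called active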
NOD2 inhibition = NOD2 signaling inhibitors, cell-based, luminescence, uHTS, HEK293 (AID 1566) | HEK293 NOD2/NF-kB luciferase reporter, luminescence; higher % means a stronger effect | inhibition, % at 4 µM, or EC50 in µM where a hit was titrated | 290,000 compounds, 0.63% hits; further: many of its hits are not listed in these tables
M17LAP inhibition = P. falciparum M17LAP inhibitors, primary screen, biochemical, fluorogenic H-Leu-NHMec substrate, 1536-well (AID 1619); Leucine aminopeptidase (Plasmodium falciparum (isolate 3D7)); recombinant M17LAP, H-Leu-NHMec fluorogenic kinetic assay; higher % means a stronger effect; one-dose inhibition, % at 30 µM; IC50 in µM for titrated hits; 220,000 compounds, 0.38% hits;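 active means compound inhibiting the enzyme by more than half at any dose during confirmatory dose-response retesting; inconclusive means strong single-dose inhibitors picked by rank but not retested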;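 further: plate controls were full reaction with DMSO carrier for no effect and no enzyme background for full effect; strong numbers were not always called active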
LYP phosphatase = inhibitors of LYP phosphatase, biochemical, fluorescence intensity, uHTS (AID 1779). Tyrosine-protein phosphatase non-receptor type 22 (Homo sapiens). recombinant LYP phosphatase, fluorescence intensity; higher % means a stronger effect. 290,000 compounds, 0.054% hits. one-dose inhibition, % at 11.5 µM; IC50 in µM for titrated hits;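 further: plate controls were vehicle with enzyme for no effect and no enzyme for full effect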
M1AAP inhibition = P. falciparum M1AAP inhibitors, biochemical, fluorogenic H-Leu-NHMec substrate, 1536-well (AID 1445); recombinant M1AAP, H-Leu-NHMec fluorogenic kinetic assay; higher % means a stronger effect; 220,000 compounds, 0.42% hits; inhibition, % at 30 µM; hits with a dose series show IC50 in µM; Aminopeptidase N (Plasmodium falciparum (isolate 3D7));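 active means primary inhibition above the hit cutoff, then over 50% inhibition at one or more dose response concentrations, cut at about 23% in these data, passing the limit was not always enough; inconclusive means conflicting primary data, or primary hits not chosen for dose response; inactive means low primary inhibition, or under 50% at every dose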;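 further: plate controls were DMSO full reaction for no effect and no enzyme background for full effect; strong numbers were not always called active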
AID2073 = inhibitors of Mint1-CaV2.2 protein interaction, biochemical, HTRF (AID 2073); Voltage-dependent N-type calcium channel subunit alpha-1B (Homo sapiens); HTRF protein-protein interaction, Mint1-CaV2.2; higher % means a stronger effect; one-dose inhibition, % at 20 µM; IC50 in µM for titrated hits; 290,000 compounds, 0.19% hits; in the data active means inhibition mostly above about 51%, no sharp cut-off; inconclusive means no clear call, values can overlap the other calls; inactive means mostly below about 53%; further: some results filed as inactive read as strong as hits
XIAP displacement = XIAP antagonists, biochemical, IAP family, fluorescence polarization (AID 1018); E3 ubiquitin-protein ligase XIAP (Homo sapiens); XIAP BIR domain, fluorescence polarization peptide displacement; higher % means a stronger effect; displacement, % at 20 µM; hits with a dose series show IC50 in µM; 200,000 compounds, 0.007% hits; in the data active means displacement above about 50%; further: a part of the inactive calls stands beside numbers as strong as those of hits
CSM14.1 death rescue = rescue of cells from ER stress-induced death, primary screen, 384-well, CSM14.1, thapsigargin, ATP luminescence (AID 1222); CSM14.1 thapsigargin-induced death rescue, ATP luminescence; higher % means a stronger effect; cellular ATP content (survival), % at 20 µM; hits with a dose series show EC50 in µM; 190,000 tested, under 10 active;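 active means EC50 below 50 µM in the dose-response confirmation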;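 further: death triggered by thapsigargin at about 15 µM added after 2 h compound pretreatment; cell ATP read after overnight thapsigargin exposure of roughly 18 to 22 hours; normalized against plate controls of thapsigargin alone and 5% DMSO vehicle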
Lipid droplet = inhibitors of hepatocyte lipid droplet formation, primary screen, imaging, high-throughput imaging, BODIPY stain; inhibition, % at 6.5 µM; AML12 mouse hepatocytes, oleate lipid droplets; 240,000 compounds, 0.4% hits;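 active means lipid droplet intensity inhibited by at least 50%, with more than 500 cells counted; inconclusive means wells with under 300 cells, treated as cytotoxic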
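Assay system: AML12 hepatocytes (mouse) / Also added: 100 µM oleic acid challenge / Times: overnight treatment with compound plus oleate / Detection: high-content imaging of BODIPY-stained droplets and DAPI nuclei / Evaluation: % inhibition of lipid droplet signal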
Lipid droplet cells 6.5 µM = also measured in Lipid droplet; calls as there; cell count; measured here: cell count, cytotoxicity flag;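 cells counted across two imaged fields per well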
* = called active by the depositor; ? = inconclusive; nt = not tested or not shown. Unless noted, no stated cut-off is given here; in the data, active means inhibition above about 50%; inactive means the rest.

SMILES | SIAH1 antagonists | NOD2 inhibition | M17LAP inhibition | LYP phosphatase | M1AAP inhibition | AID2073 | XIAP displacement | CSM14.1 death rescue | Lipid droplet | Lipid droplet cells 6.5 µM
CCN(CC)S(=O)(=O)c1ccc(NC(=O)Cn2c(=O)oc3ccccc32)cc1 | -2% | -16% | 3% | -7% | 3% | -3% | -1.4% | -0.6% | nt | nt
Cc1ccc(S(=O)(=O)N2CCOCC2)cc1C(=O)NC1CCCCC1 | -2% | -2% | 3% | -8% | 11% | 0% | -1.4% | -1.2% | nt | nt
CCOc1ccc(NC(=O)CNS(=O)(=O)c2c(C)cc(C)cc2C)cc1 | -5% | -7% | nt | -7% | nt | 6% | nt | nt | -8 | 876
O=C(CSc1nnc(-c2cnccn2)n1Cc1ccco1)c1ccc2ccccc2c1 | 2% | -2% | 5% | 7% | 5% | -5% | -3.7% | -0.5% | nt | nt
CCCC(=O)OCC(=O)Nc1cc(Cl)ccc1[N+](=O)[O-] | 0% | -1% | 3% | -7% | 7% | 20% | -3.2% | -1.3% | -6 | 674
Cc1[nH]c2ccccc2c1/C=N/NC(=S)NCc1ccccc1 | -2% | -8% | -5% | 5% | 7% | -7% | -7.6% | nt | -1 | 713
CCOc1ccc(NC(=O)CCNS(=O)(=O)c2cccc3nonc23)cc1 | -5% | 7% | nt | -8% | nt | 58% | nt | nt | 16 | 797
CCOc1ccc(C(=O)Nc2ccc(NC(=S)NC(=O)CC)cc2)cc1Cl | 8% | 13% | -4% | -6% | 4% | ? | 0.3% | -1.0% | 50* | 692*
CC(=O)Oc1ccc(-c2csnn2)cc1 | 0% | 12% | 8% | -7% | 4% | 2% | -4.7% | -0.3% | nt | nt
COc1cc(/C=N/NC(=O)c2ccc(CN(C)S(=O)(=O)c3ccc(C)cc3)cc2)ccc1O | 15% | -2% | -5% | -5% | 1% | 37% | -4.8% | 4.8% | -2 | 666
CC(=O)N(C(C)=O)N1C(=O)/C(=C/c2ccc(Cl)cc2)SC1=S | 10% | 12% | 6% | 2% | 29% | 13% | -5.0% | nt | 41 | 724
O=c1[nH]c(SCc2ccccc2Cl)nc2c1cnn2-c1ccccc1 | 1% | 5% | -1% | 0% | 18% | 7% | -6.4% | nt | 21 | 563
COc1cc(C2N(c3ccc(F)cc3)C(=O)C3CCCN32)cc(OC)c1OC (stereo not drawn) | -5% | -6% | 1% | -1% | 3% | -2% | -6.2% | -1.3% | nt | nt
COc1ccc(N)cc1NC(=O)CN1CCCC1 | -5% | -8% | nt | -2% | nt | -15% | nt | nt | -8 | 813
CC(=O)N(Cc1ccccc1)Cc1cn(CCC#N)nc1-c1cccc([N+](=O)[O-])c1 | 4% | 4% | 1% | -2% | 7% | -8% | -2.6% | -0.6% | -18 | 661
CCCn1c(C(O)c2ccc(C)cc2)nc2ccccc21 (stereo not drawn) | 0% | 2% | nt | -13% | nt | 2% | nt | nt | -10 | 806
O=c1cc(CSc2ccc(Cl)cc2)nc(-c2ccncc2)[nH]1 | 3% | -8% | -2% | -4% | 0% | 10% | -3.5% | nt | -2 | 637
CCCCC(=O)NC1=NC(=O)C(C)(C)S1 | 0% | 0% | 14% | 2% | -3% | -3% | -1.9% | nt | 21 | 677
O=C(Nc1nccs1)C1Cc2ccccc2CN1S(=O)(=O)c1ccc(F)cc1 (stereo not drawn) | 0% | -41% | -12% | 2% | 4% | -4% | -5.0% | -1.1% | nt | nt
COc1ccc(/C=C/C(=O)NCCSCc2ccco2)cc1OC | 1% | -1% | -1% | -2% | 1% | 12% | nt | nt | 0 | 751
O=C(Nc1cccc2ccccc12)N1CCN(c2ccccc2)CC1 | -4% | -2% | 10% | -3% | 2% | -3% | 0.6% | -0.5% | 2 | 719
CCN1CCN(CCCNC(=O)C2CCCN(c3nc4c(C)cc(C)cc4s3)C2)CC1 (stereo not drawn) | -1% | 14% | nt | -6% | nt | 6% | nt | nt | -6 | 711
Cc1ccc(C(=O)N2CCC3(CC2)NCCc2[nH]cnc23)cc1C | 16% | 6% | nt | -9% | nt | 5% | nt | nt | 6 | 702
CCN(CCCNC(=O)CCc1nc(-c2ccc(C)cc2)no1)c1cccc(C)c1 | 2% | -11% | -5% | -5% | 4% | -5% | -3.5% | 0.7% | nt | nt
CC(C)OC(=O)c1cccnc1N1CCN(c2cccc(Cl)c2)CC1 | 2% | 4% | -9% | 1% | 2% | -3% | -2.2% | -1.3% | -16 | 733
O=C1CC(N(CCc2ccccc2)C(=S)Nc2ccccc2)C(=O)N1c1ccc(F)cc1 (stereo not drawn) | 14% | -97% | -8% | 0% | -2% | 5% | nt | nt | -14 | 652
COc1ccc2nc(NC(=O)c3sc4nc(C)cc(C)c4c3N)sc2c1 | -10% | 0% | 6% | -5% | 2% | -21% | nt | nt | -1 | 653
O=C(NNC(=O)C1[C@H]2CCCC[C@@H]12)NC1CCCCC1 (stereo partly drawn) | -5% | -8% | -3% | -7% | 7% | -2% | 2.7% | -3.7% | 17 | 726
CCOC(=O)Cn1cc(C#N)c(=O)[nH]c1=O | -7% | 14% | -8% | -8% | -3% | 11% | nt | nt | 16 | 700
COc1ccc(C2=NN(C(=O)c3ccco3)C(c3ccco3)C2)cc1OC (stereo not drawn) | 10% | -19% | nt | -7% | nt | 4% | nt | nt | 0 | 774
Cc1oc(-c2ccccc2Cl)nc1CS(=O)(=O)CC(=O)NC(C)c1ccccc1 (stereo not drawn) | 6% | 13% | nt | -6% | nt | 9% | nt | nt | 10 | 748
COc1ccc(CCN2CC(C(=O)NCc3cc(C)on3)CCC2=O)cc1 (stereo not drawn) | 1% | 0% | nt | -11% | nt | -1% | nt | nt | 9 | 727
CSc1ccc(NC(=O)NCc2cccnc2)cc1 | -2% | 15% | nt | -9% | nt | 19% | nt | nt | 4 | 842
CCOC(=O)c1cnn(-c2nc(SC)nc3sc4c(c23)CCCC4)c1N | 2% | 4% | -1% | 1% | 0% | 1% | 1.8% | -1.7% | -1 | 809
COc1ccc([N+](=O)[O-])cc1NC(=O)c1cc(C)c(C)o1 | 0% | 22% | -1% | -6% | 9% | 15% | -5.0% | 1.1% | -1 | 666
CN(CCc1ccccc1)C(=O)c1cc(COc2cccc(C(F)(F)F)c2)on1 | -4% | 18% | nt | 0% | nt | 4% | nt | nt | -1 | 649
COc1ccc(C(=O)NCCC2=CCCCC2)cc1[N+](=O)[O-] | 0% | -14% | 0% | -8% | 9% | -5% | -9.3% | -1.0% | 3 | 670
COc1ccc(NC(=O)c2cc3c(=O)n(C)c4ccccc4c3s2)cc1OC | 11% | 21% | -3% | -9% | 4% | 8µM* | -2.3% | 0.6% | 10 | 694
CC1Cc2ccccc2N1CC(=O)NC(=O)NC1CCCC1 (stereo not drawn) | 0% | -10% | -2% | -1% | 4% | -20% | -1.7% | 0.7% | 0 | 697
O=S(=O)(c1ccc2c(c1)OCCO2)N1CCC(n2cnc3cc(F)ccc32)CC1 | 4% | 13% | -11% | -6% | 2% | 5% | -5.7% | -0.8% | nt | nt
COc1ccc(C(C)=O)cc1COC(=O)c1cccnc1Cl | 2% | 9% | nt | -7% | nt | 7% | nt | nt | -17 | 809
COc1ccc2[nH]c(=O)c(-c3nnn(-c4ccccc4)n3)cc2c1 | 5% | -19% | -7% | -6% | -2% | 3% | -3.1% | 0.8% | 2 | 634
O=C(O)CCN1C(=O)c2ccc(Oc3ccc([N+](=O)[O-])cc3)cc2C1=O | 3% | 1% | nt | 0% | nt | 3% | nt | nt | 2 | 827
CCN1CCN(Cc2c(O)ccc3c2O/C(=C\c2ccc(C)cc2)C3=O)CC1 | 2% | 19% | 8% | 4% | 7% | 40% | -1.7% | -1.1% | 4 | 674
CCN(CC)c1nc(N)nc(N(c2ccccc2)c2ccccc2)n1 | 1% | 15% | 11% | -6% | -3% | -2% | 1.4% | -1.7% | nt | nt
COc1ccc(NC(=O)C2CCCN(C(=O)NC3CCCCC3)C2)cc1OC (stereo not drawn) | 0% | 14% | 12% | -8% | 15% | -7% | -3.2% | -0.9% | nt | nt

Grouped by structure, those above with an NH in an aromatic ring (6)
SMILES | SIAH1 antagonists | NOD2 inhibition | M17LAP inhibition | LYP phosphatase | M1AAP inhibition | AID2073 | XIAP displacement | CSM14.1 death rescue | Lipid droplet | Lipid droplet cells 6.5 µM
Cc1[nH]c2ccccc2c1/C=N/NC(=S)NCc1ccccc1 | -2% | -8% | -5% | 5% | 7% | -7% | -7.6% | nt | -1 | 713
O=c1[nH]c(SCc2ccccc2Cl)nc2c1cnn2-c1ccccc1 | 1% | 5% | -1% | 0% | 18% | 7% | -6.4% | nt | 21 | 563
O=c1cc(CSc2ccc(Cl)cc2)nc(-c2ccncc2)[nH]1 | 3% | -8% | -2% | -4% | 0% | 10% | -3.5% | nt | -2 | 637
Cc1ccc(C(=O)N2CCC3(CC2)NCCc2[nH]cnc23)cc1C | 16% | 6% | nt | -9% | nt | 5% | nt | nt | 6 | 702
CCOC(=O)Cn1cc(C#N)c(=O)[nH]c1=O | -7% | 14% | -8% | -8% | -3% | 11% | nt | nt | 16 | 700
COc1ccc2[nH]c(=O)c(-c3nnn(-c4ccccc4)n3)cc2c1 | 5% | -19% | -7% | -6% | -2% | 3% | -3.1% | 0.8% | 2 | 634

A portion of the library; count on the stated rates, not on these rows.
